Assay outcomes as filed in PubChem BioAssay.
PTAP TSG101 blk – blocks PTAP/TSG101 interaction to inhibit HIV-1 budding; Potency, µM (titrated, usually from 115 µM), for the others: at the highest dose activity change, negative = inhibition, most hits filed as inhibitors; Q99816; 340,000 tested, under 10 active; Fluorescence polarization, FITC-PTAP peptide / Tsg101 binding; active = well fitted inhibition curve with a large enough effect in the main read-out, with a control signal flat, not every such curve was filed as active; inconclusive = small, poorly fitted or top-dose-only effect, or effect the other way, or a change in a side signal; inactive = no such curve, though single readings can be large or run the other way; note: potency is the fitted concentration of half-maximal effect; % of control where 0% means no effect
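Fluorescence polarization binding of Tsg101 binding domain (10 uM final) to FITC-labeled PTAP peptide (50 nM final) in HEPES pH 7.5 buffer with NaCl, Tween 20, EDTA, TCEP. Compounds added before peptide; binding 20 min at RT.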
Eya2 phos inh – Eya2 (human) phosphatase inhibition | O00167 | recombinant Eya2, OMFP fluorescence dephosphorylation (OMFP is methylfluorescein phosphate) | Potency, µM (series often up to 76.9 µM), without a hit: at the highest dose activity, negative = inhibition, most hits filed as inhibitors | 330,000 compounds, 0.006% hits | AID 488837; note: potency is the fitted concentration of half-maximal effect; % is set by controls: 0 for no effect and ±100 for the full control effect
Target sequence (O00167 whole entry, looked up): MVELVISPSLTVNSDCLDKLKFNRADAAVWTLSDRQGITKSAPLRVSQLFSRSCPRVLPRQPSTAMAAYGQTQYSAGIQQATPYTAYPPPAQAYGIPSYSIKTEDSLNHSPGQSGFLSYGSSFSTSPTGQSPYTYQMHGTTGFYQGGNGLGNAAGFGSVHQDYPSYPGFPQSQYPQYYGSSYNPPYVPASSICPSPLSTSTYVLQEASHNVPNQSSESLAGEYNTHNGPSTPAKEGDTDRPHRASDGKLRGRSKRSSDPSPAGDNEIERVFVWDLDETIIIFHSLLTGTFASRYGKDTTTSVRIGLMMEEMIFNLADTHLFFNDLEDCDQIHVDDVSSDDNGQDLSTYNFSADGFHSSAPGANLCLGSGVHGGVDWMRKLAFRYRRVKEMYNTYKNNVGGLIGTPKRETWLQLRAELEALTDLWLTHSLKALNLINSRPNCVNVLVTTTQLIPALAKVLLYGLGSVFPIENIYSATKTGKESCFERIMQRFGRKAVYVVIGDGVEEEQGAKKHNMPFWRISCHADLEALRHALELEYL
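Eya2 protein (added as 0.2 uM solution) was preincubated with compound for 10 min at ambient temperature in 50 mM HEPES pH 7.5, 50 mM NaCl, 5 uM MgCl2, 0.05% BSA, 1 mM DTT. OMFP (added at 50 uM) then reacted 10 min; fluorescence read at 485/525 nm.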
S-ASM inh – human S-ASM enzyme inhibition. 340,000 compounds, 0.006% hits. Potency, µM (doses to about 57.5 µM), for inactives: top-dose activity change, negative = inhibition, usual class: inhibitors. P17405. placental ASM, HMU-PC fluorogenic substrate, 60 min. AID 504937; note: potency is the fitted concentration of half-maximal effect
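Human placenta-derived ASM preincubated with compound 10 min at room temperature, then reacted with 9 uM (final) fluorogenic HMU-PC substrate for 60 min at 37 C. Stop solution raises pH to 10; fluorescence read at Ex 386/Em 447 nm.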
Tb PFK block – inhibitors of T. brucei phosphofructokinase; Potency, µM (titrated, usually from 57.5 µM), without a hit: at the highest dose activity, negative = inhibition, most hits filed as inhibitors; 330,000 compounds, 0.17% hits; T. brucei PFK, ADP-Glo luminescence; O15648; AID 485367;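 note: potency is the fitted concentration of half-maximal effect; 0% = uninhibited 1x PFK enzyme wells and -100% = no-enzyme wells; nearly all actives have a fitted effect of over 60% in size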
Target sequence (O15648 whole entry, looked up): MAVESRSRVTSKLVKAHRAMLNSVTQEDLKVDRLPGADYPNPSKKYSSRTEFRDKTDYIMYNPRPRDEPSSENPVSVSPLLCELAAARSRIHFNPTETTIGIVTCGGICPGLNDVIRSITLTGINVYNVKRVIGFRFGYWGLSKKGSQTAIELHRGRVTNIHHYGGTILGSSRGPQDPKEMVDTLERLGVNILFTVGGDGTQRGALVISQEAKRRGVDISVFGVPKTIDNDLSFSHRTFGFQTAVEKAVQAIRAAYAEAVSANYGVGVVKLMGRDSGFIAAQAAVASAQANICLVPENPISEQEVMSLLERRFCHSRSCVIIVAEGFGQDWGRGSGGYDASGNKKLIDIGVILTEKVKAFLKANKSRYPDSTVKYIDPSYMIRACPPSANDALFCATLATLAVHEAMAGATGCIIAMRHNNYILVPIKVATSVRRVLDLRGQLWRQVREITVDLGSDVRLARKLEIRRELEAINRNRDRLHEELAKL
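1.25 nM PFK with 0.5 mM F6P and 0.1 mM ATP in 0.1 M TEA pH 8.0, 5 mM MgCl2, incubated 45 min at room temperature; ADP measured by ADP-Glo luminescence; compounds titrated up to 57 uM.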
a7 integrin act – activates integrin-mediated alleviation for muscular dystrophy; alpha7betagal myoblasts, beta-gal FDG fluorescence, 48 h; Potency, µM (highest dose often 38.3 µM), without a hit: top-dose activation, usual class: activators; 350,000 compounds, 0.064% hits; AID 624291;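 note: potency is the fitted concentration of half-maximal effect; 100% = response of the positive control SU9516; nearly all actives have a fitted effect of over 60% in size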
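alpha7betagal+/- myoblasts (passage 13, 250/well) treated 48 h at 37C with compounds at 1:260 dilution of DMSO stock. Lysed, then beta-galactosidase activity read as FDG fluorescence (ex 480/em 540) after 30 min, with pre-read for autofluorescence.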
TCR act – activates T cell receptor signaling. Potency, µM (series often up to 9.22 µM), for the others: at the top dose activation of IL-2 secretion, actives largely listed as activators. primary human leukocytes, anti-CD3, IL-2 HTRF, 48 h. AID 504894. 330,000 tested, under 10 active; note: % of control where 0% means no effect
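1) Mix primary human leukocytes, a-CD3 beads and compound. 2) Incubate 48 hr. 3) Add HTRF IL-2 reagents (a-IL-2-K, a-IL-2-d2).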
ELG1 DNA repair – inhibitors of ELG1-dependent DNA repair in HEK293T cells; 330,000 compounds, 2.3% hits; HEK293T ELG1-luciferase reporter, luminescence, 16 h; DNA damage induced by 5-fluorouridine; Potency, µM (series often up to 46.1 µM), for inactives: at the highest dose activity change, negative = inhibition, actives largely listed as inhibitors; note: potency is the fitted concentration of half-maximal effect; % is set by controls: 0 for no effect and ±100 for the full control effect; nearly all actives have a fitted effect of over 55% in size
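Reporter activity after DNA damage by 5-fluorouridine is monitored. Compound-treated cells incubate 16 hr at 37 °C, then ONE-Glo is added for 30 min before luminescence reading.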
Mito fusion yeast – inhibitors of mitochondrial division or activators of mitochondrial fusion; S. cerevisiae fusion-defective mutant growth rescue, CellTiterGlo 48 h; Potency, µM (doses to about 46.1 µM), for inactives: at the highest dose growth rescue (activation), usual class: activators; 320,000 compounds, 0.23% hits; AID 485298;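 note: potency is the fitted concentration of half-maximal effect; % of control where 0% means no effect; nearly all actives have a fitted effect of over 45% in size; temperature-sensitive fusion mutants such as fzo1-1 at 37 °C on non-fermentable ethanol glycerol medium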
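Luminescent cell viability in 1536-well qHTS format served as the measure of rescued growth in ts fusion-mutant S. cerevisiae cultured on non-fermentable YPEG for 48 hours at 37C.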
TSHR antag – antagonists of human thyroid stimulating hormone receptor. P16473. TSHR-expressing cells, TSH-stimulated cAMP HTRF, 2 h; active compounds read low. activity change, negative = inhibition, % at 11.5 µM. 330,000 compounds, 0.2% hits. AID 504810;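 active = activity change below a set negative limit, meaning inhibition stronger than a set level, cut at about -70% in these data; inconclusive = activity change between two set negative limits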; note: % is set by controls: 0 for no effect and ±100 for the full control effect
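Competitive HTRF cAMP read-out (cryptate anti-cAMP antibody, cAMP-d2; 30 min, room temperature) in freshly harvested TSHR cells. Compounds added before TSH at EC80 (4nM final), followed by 2 hours' incubation at 37 deg C.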
BCR signal inh – blocks chronic active B-cell receptor signaling; ABC-DLBCL IkBa-CBG/CBR reporter, luminescence ratio, 4 h; Potency, µM (titrated, usually from 46.1 µM), inactives show top-dose ratio change, negative = lower green/red ratio, usual class: inhibitors; 340,000 compounds, 0.05% hits; AID 493014; active = well fitted inhibition curve with a large enough effect in the signal ratio, with a control signal flat, not every such curve was filed as active; inconclusive = small, poorly fitted or top-dose-only effect, or effect the other way, or a change in a side signal; the % refers to the signal ratio;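 note: potency is the fitted concentration of half-maximal effect; plate controls were basal doxycycline-induced cells for no effect and cells given 10 µM MG132 for full effect; MG132 reads +100%, hits lower the ratio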
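TMD8 ABC-DLBCL cells carrying doxycycline-inducible green luciferase fused to IkappaBalpha plus unfused red luciferase were exposed to compounds (up to 46 uM) for 4 hrs at 37C. Activity came from the overlap-corrected green/red luminescence ratio.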
A-T KAP1 phos – candidate therapy for ataxia-telangiectasia | […] A-T fibroblasts, KAP-1 phosphorylation AlphaLISA; neocarzinostatin DNA damage 30 min before lysis | Potency, µM (top dose mostly 57.5 µM), inactives show top-dose activation, hits mostly activators | 320,000 compounds, 0.19% hits | AID 485349; note: potency is the fitted concentration of half-maximal effect; % of control where 0% means no effect; nearly all actives have a fitted effect of over 45% in size
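ATM-like activity read as KAP-1 phosphorylation via AlphaLISA donor/acceptor antibody pairs after lysis and 6 hr at 25C. Cells were ATM-null patient fibroblasts ([…], hTERT), dosed 60 min, then exposed to the DSB inducer NCS for 30 min.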
* marks the source's active call; other numbers are inactive results; ? = inconclusive; · = not tested or not shown; [ ] = dose if it differs, or a comment. Unless noted, calls come from the whole dose curve; as a rule, active = well fitted curve in the direction sought with a large enough effect; inconclusive = small, poorly fitted or top-dose-only effect, or another doubt; inactive = no such curve, though single readings can be large; an effect the other way counts as inactive or inconclusive.

SMILES | PTAP TSG101 blk | Eya2 phos inh | S-ASM inh | Tb PFK block | a7 integrin act | TCR act | ELG1 DNA repair | Mito fusion yeast | TSHR antag | BCR signal inh | A-T KAP1 phos
COC(=O)C1=C(c2cccc(OCc3ccccc3)c2)C[C@@H]2CC[C@H]1N2C(=O)NCc1cc(C)oc1C(F)(F)F | -4% | -12% | -9% | 10% | -37% | -4% | -18% | 11% | -22 | ? | -7%
O=C(COC(=O)Cc1ccccc1)NC12CC3CC(CC(C3)C1)C2 | -3% | 7% | 0% | -4% | 0% | -13% | 5% | 4% | -2 | -1% | 3%
Cn1c(=O)n(C)c2cc([N+](=O)[O-])c(N3CCNCC3)cc21 | 0% | -13% | 5% | -9% | 20% | 3% | -1% | -1% | -5 | 1% | 6%
COP(=O)(OC)C(NC(C)=O)C(Cl)(Cl)Cl (configuration not stated) | -6% | 17% | 5% | 0% | 8% | 0% | 13% | 11% | -7 | -11% | -3%
O=C(/C=C/c1ccc(Br)cc1)NC(=S)N1C[C@H]2C[C@H](C1)c1cccc(=O)n1C2 | -2% | 0% | -1% | 0% | 7% | 2% | 16% | -1% | -3 | ? | -5%
CCC1(CC)C(=O)N(C)C(=O)NC1=NC | -2% | -3% | 3% | 1% | 26% | -14% | 0% | 0% | 1 | 7% | ?
NP(=O)(OCCCc1ccccc1)Oc1ccc(Cl)cc1 (configuration not stated) | -2% | 1% | -1% | -3% | -17% | 4% | -9% | -2% | -2 | ? | 15%
Cc1cc2oc(=O)cc(-c3ccccc3)c2c(C)c1-c1ccc(CO)cc1 | -5% | -7% | -1% | -2% | -17% | 2%[46.1 µM] | ? | · | -33 | ? | 7%
COc1ccc(C(=O)C(C)(C)NO)cc1 | -2% | 6% | 0% | -9% | 8% | 2% | 2% | 0% | -2 | 0% | 16%
Cc1ccc(S(=O)(=O)c2ncccc2[N+](=O)[O-])cc1 | -5% | ? | 3% | -5% | -9% | 4% | ? | -67%[inhibitor] | 2 | ? | -2%
O=C1NC(=O)C(=Cc2ccc(-c3ccc(Cl)cc3)o2)C(=O)N1 | -2% | -1% | -1% | -6% | -18% | 6% | ? | 0% | -9 | ? | -3%
CC(=O)Nc1ccc(CC(=O)N2CCN(Cc3ccccc3)CC2)cc1 | -6% | 2% | 6% | 0% | 21% | 3% | 2% | 0% | 3 | 1% | -1%
CN1C(=O)C(C2c3ccccc3C(=O)N2Cc2ccc([N+](=O)[O-])cc2)C(=O)N(C)C1=O (configuration not stated) | -13% | 11% | 4% | -7% | -3% | -1% | -2% | 3% | 1 | 2% | -5%
CN1CCN(c2ccc([N+](=O)[O-])c(N)c2)CC1 | 0% | 6% | -10% | -2% | 12% | -3%[46.1 µM] | 10% | -8% | 8 | 2% | -4%
CC(C)C(=O)Nc1nnc(CCN(CCc2nnc(NC(=O)C(C)C)s2)[N+](=O)[O-])s1 | -1% | 13% | 2% | -4% | -9% | 0% | ? | 0% | -7 | ? | -6%
O=C(c1cccc2ccccc12)C1CCCN(Cc2ccon2)C1 (configuration not stated) | -4% | -17% | 0% | -16% | -14% | -1% | -19% | 1% | -1 | ? | -9%
CCc1nnc(NC(=O)CCc2nc(C3=CCN(C)CC3)no2)s1 | -3% | 4% | 5% | 0% | 2% | -2% | 13% | -3% | -2 | 4% | 4%
CN(C)C(=O)Oc1ccc(Br)cc1C(=O)Nc1ccc(F)c(Cl)c1 | -7% | 6% | 0% | 2% | -7% | -5% | -17% | ? | 20 | ? | 6%
Cc1cc2c(cc(C(=O)N3CCC(C(=O)NC4CCCC4)CC3)n2Cc2c(F)cccc2Cl)o1 | -7% | 7% | -3% | 1% | -26% | 3% | 23µM* | 14% | -9 | -1% | -5%
N/C(=N\N=C/c1ccc(-c2ccc(O)c(C(=O)O)c2)o1)N[N+](=O)[O-] | -11% | 10% | 0% | 1% | -3% | -3% | -17% | 2% | 8 | ? | -2%
COc1nc2ccccc2c(=O)n1-c1ccc(Cl)cc1 | -4% | -2% | 0% | 0% | 2% | -6%[46.1 µM] | 9% | 10% | -15 | ? | 3%
CCC(N)Cc1c[nH]c2ccccc12 (configuration not stated) | -4% | ? | 3% | ? | -19% | 8% | 2% | -8% | 12 | -5% | 4%
CN(C)CC1CSCCC1(O)c1cccc(Cl)c1 (configuration not stated) | -8% | 0% | 12% | 2% | -9% | -7%[46.1 µM] | 4% | -1% | -28 | -12% | ·
CCOC(=O)c1ccc(N2C(=O)CC(N3CC=C(c4ccc(F)cc4)CC3)C2=O)cc1 (configuration not stated) | 3% | 20% | -1% | ? | -22% | 3% | 10% | 10% | 19 | -5% | 5%
CCn1ccnc1CN1CCCC(C(=O)c2cc(Cl)ccc2OC)C1 (configuration not stated) | 0% | -6% | -6% | 0% | -45% | -11% | 9% | 1% | 15 | 8% | -3%
O=C(COc1ccc(Cl)cc1)NC1CN2CCC1CC2 (configuration not stated) | 1% | 21% | -1% | -7% | 10% | 6% | -1% | -2% | 3 | 0% | -5%
CN(C)C(=O)Oc1ccc(OC(=O)c2ccccc2)cc1 | -6% | 6% | 3% | -11% | 17% | 4% | ? | 4% | -5 | 5% | 3%
Cc1ccc(S(=O)(=O)N(C)N=O)cc1 | -5% | 14% | 0% | 0% | · | 15% | -1% | -6% | -1 | 3% | 5%
COC(=O)c1cn(C(=O)c2cccc3ccccc23)c2ccccc12 | -2% | 5% | -7% | 3% | -23% | -5% | -30% | -11% | -3 | 19% | 5%
O=c1cccc2n1CC1CC2CN(S(=O)(=O)c2ccc(F)cc2)C1 (configuration not stated) | -1% | -1% | -4% | -1% | 15% | 2% | -4% | -3% | -5 | 1% | 0%
CNC(C)Cc1ccccc1 (configuration not stated) | 0% | -10% | -2% | -2% | · | 4% | 15% | · | -4 | 2% | 3%
COC(=O)C1=C(c2ccc(F)cc2OCc2ccccc2)C[C@@H]2CC[C@H]1N2C(=O)NCc1ccc2c(c1)OCO2 | -6% | -7% | 0% | 2% | 21% | 1% | ? | -1% | -22 | -4% | -1%
Cc1sc2ncn(CC(=O)NCCCC(=O)N3CCC4(CC3)OCCO4)c(=O)c2c1C | -10% | 10% | 6% | 0% | 12% | 6% | -5% | -1% | 0 | -4% | 2%
Cc1c(C(=O)Nc2ccccc2)cc(-c2ccccc2)n1CCCN1CCOCC1 | 1% | -1% | -4% | 0% | -17% | -24% | -26% | -9% | 27 | 3% | -7%
Cc1cc(OC(=O)CCNC(=O)OC(C)(C)C)c2c3c(c(=O)oc2c1)CCC3 | 0% | 9% | 23% | 0% | -53%[inhibitor] | -1% | ? | -1% | -16 | 2% | 7%
O=S(=O)(c1ccc(F)cc1)N1CCCC1c1cccnc1 (configuration not stated) | -5% | -11% | 4% | 0% | 12% | -4% | 1% | 1% | -4 | ? | 7%
O=S(=O)(O)c1cc(OS(=O)(=O)c2ccccc2)cc2ccccc12 | -1% | 21% | 5% | 24µM* | 6% | 12% | -3% | 9% | 22 | 1% | 1%
O=[N+]([O-])/C=C/c1c(OCc2ccccc2)ccc2ccccc12 | · | -17% | · | 1% | · | · | ? | 0% | -5 | 9% | 7%
CC(=O)O[C@H]1C[C@@H]2CC[C@@H]3[C@H](CC[C@]4(C)C(=O)CC[C@@H]34)[C@@]2(C)C[C@@H]1OC(C)=O | -5% | -9% | 0% | -3% | 16% | -3% | -3% | 18% | 33 | -6% | -12%
COc1ccc(C(CNC(=O)Cc2ccc(Cl)c(Cl)c2)N(C)C)cc1 (configuration not stated) | -1% | -14% | 2% | -11% | 17% | 1% | 19% | 11% | 5 | -22% | 5%
CCN(CC)C(=O)Oc1nnc(SC(C)C)n1-c1ccc(Cl)c(Cl)c1 | -5% | -23% | 0% | 3% | -18% | -60% | ? | 7% | -1 | 6% | -9%

An excerpt; the hit share may differ from the screen's.
